HePTP inhibitor – inhibitors of human HePTP phosphatase | P35236 | hit rate 0.64% among 110,000 | inhibition, % at 20 µM | recombinant HePTP phosphatase activity, OD absorbance; in the data active means inhibition above about 50%;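 further: plate controls were vehicle for no effect and reference inhibitor for full effect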
Target sequence (P35236 whole entry, looked up): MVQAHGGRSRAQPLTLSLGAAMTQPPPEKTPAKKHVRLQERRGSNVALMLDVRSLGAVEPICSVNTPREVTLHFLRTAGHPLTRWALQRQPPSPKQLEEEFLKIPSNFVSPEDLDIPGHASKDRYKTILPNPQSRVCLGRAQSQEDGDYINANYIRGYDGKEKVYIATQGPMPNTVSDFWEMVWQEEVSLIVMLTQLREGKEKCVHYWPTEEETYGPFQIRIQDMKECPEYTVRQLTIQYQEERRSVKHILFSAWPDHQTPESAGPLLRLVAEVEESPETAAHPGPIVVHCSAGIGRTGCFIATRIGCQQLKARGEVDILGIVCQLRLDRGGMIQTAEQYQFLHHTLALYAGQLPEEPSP
BAP1 inh – inhibitors of human BAP1 deubiquitinase; hit rate 0.48% among 72,000; Q92560; activity remaining (% of control), % at 20 µM; recombinant BAP1, Ub-AMC hydrolysis fluorescence kinetic; hits give low values; AID 436;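 active means activity remaining at or below 50% of control, provided the compound also passes the data quality filters; inactive means the rest, including low values that fail the filters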;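 further: 100% = DMSO wells rate and 0% = substrate alone blank rate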
Target sequence (Q92560 whole entry, looked up): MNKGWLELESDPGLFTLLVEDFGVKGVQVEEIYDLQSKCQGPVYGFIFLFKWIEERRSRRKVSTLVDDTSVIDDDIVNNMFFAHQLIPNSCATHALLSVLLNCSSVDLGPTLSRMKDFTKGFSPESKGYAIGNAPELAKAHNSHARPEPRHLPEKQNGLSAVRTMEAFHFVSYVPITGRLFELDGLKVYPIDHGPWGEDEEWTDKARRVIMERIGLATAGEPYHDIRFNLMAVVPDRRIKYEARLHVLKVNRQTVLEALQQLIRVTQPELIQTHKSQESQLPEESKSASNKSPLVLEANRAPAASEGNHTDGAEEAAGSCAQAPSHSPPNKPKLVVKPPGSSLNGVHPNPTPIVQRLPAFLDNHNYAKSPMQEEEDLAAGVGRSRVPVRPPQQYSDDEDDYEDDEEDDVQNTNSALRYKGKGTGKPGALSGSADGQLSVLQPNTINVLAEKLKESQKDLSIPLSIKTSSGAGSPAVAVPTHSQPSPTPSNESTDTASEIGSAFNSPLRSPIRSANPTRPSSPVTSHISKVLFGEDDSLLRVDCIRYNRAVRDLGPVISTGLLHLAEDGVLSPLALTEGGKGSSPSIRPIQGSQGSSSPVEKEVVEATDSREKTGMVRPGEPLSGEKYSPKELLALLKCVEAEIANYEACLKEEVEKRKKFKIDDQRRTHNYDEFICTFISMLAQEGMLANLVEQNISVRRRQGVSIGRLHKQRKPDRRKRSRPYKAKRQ
An asterisk follows results filed as active; i = inactive; nt = no result given; & = joins results of further samples.

HePTP inhibitor,BAP1 inh,canonical_smiles
10,88,Cc1nc2sc3c(c2c2nnc(SCC(=O)NCc4ccco4)n12)CCCC3
8,79,Cc1nn(-c2ccccc2)c(C)c1C(=O)OCC(=O)c1c(N)n(CC(C)C)c(=O)n(C)c1=O
12,66,O=C(Nc1cc(Cl)ccc1O)c1cc2n(n1)C(C(F)(F)F)CC(c1ccc3c(c1)OCO3)N2 (stereo not given)
1,84,Cc1ccc(C(=O)c2cc3c(cc2N)OCCO3)cc1
8,101,COc1cccc(CSc2nnc(-c3ccc(F)cc3)o2)c1
-4,42*,Cc1ccc(-n2ncc3c(=O)n(CC(=O)Nc4cccc(Cl)c4)cnc32)cc1C
nt,170,Cc1ccc(N2C(N)=NC(N)=NC23CCCCC3)cc1
1,92,NC(=O)C1CCN(C(=O)c2cc3ccccn3n2)CC1
6,108,COc1ccc2[nH]c(C)c(C(=O)CN3CCN(C(=O)c4ccco4)CC3)c2c1
1&2,nt,O=C(CSc1ncn[nH]1)Nc1ccc([N+](=O)[O-])cc1
5,95,COc1cccc(CN2CCN(c3ncccn3)CC2)c1
10,101,COc1cc2c(cc1OC)CN(C(=O)CSc1nc3[nH]ncc3c(=O)n1-c1ccccc1)CC2
-8,nt,COc1ccc(NC(=O)c2cc3ccccc3cc2OC)cc1OC
7,125,CCCC(=O)Nc1ccc(Cl)c(NC(=O)c2ccco2)c1
2,nt,CC(C)CC(=O)Nc1ccc(-c2nc3ccccc3s2)cc1
-11,107,Cc1ccc(C)c(NC(=O)C2CCCN2C(=O)OC(C)(C)C)c1 (stereo not given)
4,77,CCN1CCCC1CNC(=O)c1cc(NC(C)=O)c(N(C)C)cc1OC (stereo not given)
0,89,Cc1occc1-c1nnc(SCC(=O)NCc2ccc3c(c2)OCO3)n1CC(C)C
0,nt,Cc1ccc(CN=C(N)Nc2nc(C)cc(C)n2)cc1
6&-22,102,O=C(NC1CCN(Cc2ccccc2)CC1)c1ccccc1F

Part of the list above in order of molar mass, highest first:
HePTP inhibitor,BAP1 inh,canonical_smiles
10,101,COc1cc2c(cc1OC)CN(C(=O)CSc1nc3[nH]ncc3c(=O)n1-c1ccccc1)CC2
6&-22,102,O=C(NC1CCN(Cc2ccccc2)CC1)c1ccccc1F
5,95,COc1cccc(CN2CCN(c3ncccn3)CC2)c1

Next results follow:
HePTP inhibitor,BAP1 inh,canonical_smiles
7,105,O=C(Cn1nc(-c2ccccc2)nc1-c1ccccc1)N1CCOCC1
nt,80,COc1cc2c(cc1C(F)(F)F)N(C(=O)Nc1cc(F)cc(-c3cccnc3)c1)CC2
7,101,CN(C)S(=O)(=O)N(CCN1CCOCC1)Cc1ccccc1F
6,89,CC(C)C1CC(O)(C2(O)CCCCC2)ON1 (stereo not given)
1,80,COc1ccc(C2C(C(C)=O)=C(O)C(=O)N2CCO)c(OC)c1 (stereo not given)
7,77,COc1cc(CNC2CCCCCC2)cc(OC)c1OC
8,115,CN(C)CCCNS(=O)(=O)c1cc(Cl)ccc1Cl
2,91,O=C(NCCCN1CCCC1)C1CCN(C(=O)c2cc3sccc3n2Cc2ccc(F)cc2)CC1
-11,96,Cc1oc(-c2ccc(Cl)cc2)nc1CN1CCC(C(=O)NCCCN2CCCC2=O)CC1
nt,110,Cc1ccc(OCC(O)CN2C(C)CCCC2C)cc1C (stereo not given)
0,134,CSc1nc(NCC(C)C)nc(N2CCOCC2)n1
-4,nt,COc1cc(C(=O)N2CCC(Cc3ccccc3)CC2)c([N+](=O)[O-])cc1OC
-2,91&55,COc1ccccc1N1C(=O)C2C3C=CC(C3)C2C1=O (stereo not given)
nt,112,C/C(N)=C(/C#N)C(=O)COc1ncnc2ccc(Br)cc12
-5,107,CC(C)C(NC(=O)C1CCCCC1)C(=O)NCc1ccccn1 (stereo not given)
2,nt,COc1ccc2[nH]c(=O)c(C(c3nnnn3CC3CCCO3)N3CCc4ccccc4C3)cc2c1 (stereo not given)
5,nt,COC(=O)C1=C(C)NC(=O)CC1c1ccccc1Br (stereo not given)
11,nt,CCOC(=O)c1c(NC(=O)c2ccc(S(=O)(=O)N3CCCCCC3)cc2)sc(C(C)=O)c1C
-4,nt,CCOc1cc(C2Nc3ccccc3NC3=C2C(=O)CC(c2ccc(OC)c(OC)c2)C3)cc([N+](=O)[O-])c1O (stereo not given)
10,98,Cn1c(SCC(=O)Nc2ccc3cn[nH]c3c2)nnc1-c1cnccn1
2,93,C=C(C)CSC1=C(C#N)C(c2ccccc2)CC(=O)N1 (stereo not given)
6,81,Cc1cccc(-c2noc(CCCC(=O)Nc3cccnc3)n2)c1
10,116,C/C(N)=C(/C#N)C(=O)CSc1ncnc2ccccc12
6,nt,CC(NC(=S)Nc1ccccc1)C1COc2ccccc2O1 (stereo not given)
12,77,CC1CCCCC1NC(=O)c1ccc(N2CCCC2=O)cc1 (stereo not given)
nt,90,Cc1cc(C)c(C(=O)c2ccccc2)cc1C(=O)c1ccccc1
-7,nt,CC1CC(=O)NN=C1c1ccc(N)c(N)c1 (stereo not given)
2,95,O=C(NCCc1nc2ccccc2[nH]1)Nc1ccccc1
-1,nt,Nc1ccc(Sc2ccccc2[N+](=O)[O-])cc1
-10,nt,Cc1oc2ccc(NS(=O)(=O)c3ccccc3)cc2c1C(=O)OC(C)C
9,106,CCOC(=O)CSc1nc2ccccc2c(=O)n1CC
1,nt,CN(C)S(=O)(=O)N1CCC(CCCC2CCN(S(=O)(=O)N(C)C)CC2)CC1
3,nt,Cc1cc(C)c(NC(=O)c2ccc(C(=O)Nc3c(C)cc(C)cc3C)cc2)c(C)c1
5,nt,Cn1c(SCC(=O)Nc2cccc([N+](=O)[O-])c2)nc2ccccc21
5,nt,COc1cccc(C2=NN(C(=O)c3ccc(C(C)(C)C)cc3)C(O)(C(F)(F)F)C2)c1 (stereo not given)
nt,100,CCOC(=O)C(C)Sc1nc2c(c(=O)[nH]c(=O)n2C)n1C/C=C(/C)Cl (stereo not given)
6,nt,COC(=O)C1=NN(C(=O)c2ccccc2)C(O)(c2ccc(OC)cc2)C1 (stereo not given)
3&5,61,CC1=C(C(=O)OCCOc2ccccc2)C(c2ccc(C)o2)C2=C(CC(C)(C)CC2=O)N1 (stereo not given)
10,nt,Cc1ccccc1N1C(=O)c2ccc(C(=O)Nc3ccc(O)cc3)cc2C1=O
3,123,CCOC(=O)N1CCN(C(=O)CSc2nnc(-c3c[nH]c4ccccc34)n2CCOC)CC1
9,nt,N/C(=N\OC(=O)c1ccc(Br)cc1)c1ccc(Cl)cc1
-2,nt,COc1ccc(N(Cc2ccc(C(=O)NC3CCCC3)cc2)S(=O)(=O)c2ccccc2)cc1
4,69,COc1cc(OC)cc(-c2nnc(SCC(=O)N(Cc3ccccc3)C(C)(C)C)o2)c1
5,81,Cn1c(CCN2CCCCC2)nc2cc(NS(=O)(=O)c3ccccc3)ccc21
1,nt,CCC/C(O)=C1\C(=O)CC(C)(C)CC1=Nc1ccc(C)c(C)c1
2,nt,NC(=O)c1ccsc1NC(=O)c1nc(-c2ccccc2)n(-c2ccccc2)n1
-1,94,O=C(CSc1nnc(CNC(=O)c2c(F)cccc2Cl)o1)c1ccccc1
6,nt,CC(=O)C1=C(O)C(=O)N(CC2CCCO2)C1c1ccccc1F (stereo not given)
0,103,O=C(NCCCN1CCOCC1)c1ccc(CS(=O)(=O)Cc2ccccc2Cl)o1
7,96,CCOC(=O)CSc1nc2ccccc2n1CC(=O)N1CCN(c2ccccc2)CC1
6,nt,O=C(NC(=S)Nc1ccccc1C(F)(F)F)c1ccco1
-3,nt,COc1cc(/C=c2\sc3nc4ccccc4n3c2=O)ccc1OS(=O)(=O)c1ccccc1
-4,99,O=C(CCn1c(=O)oc2ccccc21)NCCN1CCc2ccccc2C1
7,82,CC1CCc2nn(CC(=O)NCCCN3CCOCC3)cc2C1 (stereo not given)
1,68,Cc1sc2ncnc(-n3cnc4ccccc43)c2c1C
14,95,CCCOC(=O)c1ccc(Oc2c(-c3ccc(OC)cc3O)n[nH]c2C)cc1
9,nt,CCc1ccc(/C=N\NC(=O)C2CC(=O)N(c3ccc(OC)cc3)C2)cc1 (stereo not given)
4,101,O=C1CC(Cc2ccccc2)C(=O)N1c1ccc(Cl)cn1 (stereo not given)
-6,75,COc1ccccc1N1CCN(C(=O)C(C)N(c2ccc(C)c(C)c2)S(C)(=O)=O)CC1 (stereo not given)
-4,nt,COc1ccc(CCNC(=O)COc2ccc(Br)c(C)c2)cc1

(next part)
HePTP inhibitor,BAP1 inh,canonical_smiles
6,96,CCOC(=O)c1ccc2[nH]c3c(c2c1)CN(C)CC3
11,101,Cc1cccc(CCNC(=O)C2CCN(S(=O)(=O)c3c(C)nn(C)c3C)CC2)c1
-6,nt,O=C(O)c1cc(NC(=O)c2ccc(F)cc2)cc(NC(=O)c2ccc(F)cc2)c1
2,112,CCc1nnc(NC(=O)CSc2nnc(Cc3ccccc3)n2-c2ccccc2)s1
4,60,Cn1cc(CNC(=O)C2CCCCC2)cn1
5,89,CCOc1cc(C(=O)NCC(C)CN(C)C)cc(OCC)c1OCC (stereo not given)
0,95,CCOC(=O)CC1C(=O)NC2CCCCC2N1C(=O)Nc1ccc(Cl)cc1 (stereo not given)
6,nt,CCN(c1nc(C)cc(OC)n1)S(=O)(=O)c1ccccc1
7,95,Cc1nc2c3ccccc3n(CC(=O)c3ccc(F)cc3)c(=O)n2n1
11,110,O=C(O)C1OC(C(=O)O)C2C1C(F)(F)C2(F)F (stereo not given)
4,nt,CCCc1nnc(SCC(=O)O)n1/N=C/c1ccc2c(c1)OCO2
8,nt,O=C(NC(Cc1ccccc1)C(=O)NCc1ccco1)OCc1ccccc1 (stereo not given)
6,101,CCOC(=O)c1ccc(NC(=O)Nc2ccn(C)n2)cc1
8,nt,CC(=O)Nc1ccc(C(=O)Nc2ccccc2C(=O)O)cc1
0,97,CC#CCN(CC#CC)S(=O)(=O)c1ccc(S(=O)(=O)N2CCOCC2)cc1
-4,82,Cc1cc(SCC(=O)Nc2ccccc2)nc(C)n1
8,nt,COc1cccc(/C=c2\sc3nc4ccccc4n3c2=O)c1OC
-1,110,O=C1CN(C(=O)COC(=O)C2=COCCO2)c2ccccc2N1
3,91,O=C(CSc1ccc2nnc(-c3cccs3)n2n1)N1CCOCC1
-8,nt,CC(Oc1ccc(/C=C2/SC(=S)N(Cc3ccccc3)C2=O)cc1)c1ccccc1 (stereo not given)
5,102,Cc1ccc2nc(Nc3nc(=O)c4ccccc4n3C)nc(C)c2c1
7,106,COc1ccccc1N1CCN(C(=O)C2CCN(S(=O)(=O)N3CCOCC3)CC2)CC1
4,nt,CC1(C)OC(=O)C2(C(=O)O1)C1C3C4CC5C6C4C1C6C2C53 (stereo not given)
-2,nt,Cc1cc(NC(=O)c2ccc(Cl)cc2[N+](=O)[O-])no1
6,nt,O=[N+]([O-])c1ccc(O)c(/C=N/Nc2nc(-c3ccc(Br)cc3)cs2)c1
5,i,CCOC(=O)c1sc2nc(N3CCOCC3)c3c(c2c1N)CCC3
-4,nt,O=C(Nc1nc2ccc3ccccc3c2s1)c1ccc(Cl)cc1Cl
2,nt,Cc1cc(C(=O)Nc2ccc(S(=O)(=O)Nc3onc(C)c3C)cc2)cs1
2,105,CCOC(=O)C1CCCN(C(=O)C2CCN(S(=O)(=O)c3cccs3)CC2)C1 (stereo not given)
1,nt,C=CCN1C(=O)/C(=C\c2cc3c(cc2Cl)OCO3)C(=O)NC1=S
8,nt,O=C1CSC(c2ccccc2F)N1c1ccccc1 (stereo not given)
7,nt,O=C(/C=C/c1ccc(-c2ccc(Cl)cc2)o1)Nc1cccnc1
-17,nt,CCCC12C(=O)C(C)(C(c3ccccc3)=C1c1ccccc1)C1C(=O)N(c3ccccc3Cl)C(=O)C12 (stereo not given)
2,109,CCn1c(SCC(=O)NCc2cccs2)nnc1-c1ccco1
5,nt,O=C(OCC1COc2ccccc2O1)c1c(F)cccc1F (stereo not given)
-16,57,COc1cccc(NC(=O)NCc2cccn2C)c1
-12,93,CCCCN(C(=O)c1c(C)[nH]c(C(=O)OCC)c1C)c1ccccc1

Part of the list above in another layout:
Value order – HePTP inhibitor | BAP1 inh
- O=C(CSc1ccc2nnc(-c3cccs3)n2n1)N1CCOCC1
 : 3 | 91
- CC(Oc1ccc(/C=C2/SC(=S)N(Cc3ccccc3)C2=O)cc1)c1ccccc1 (stereo not given)
 : -8 | nt
- Cc1ccc2nc(Nc3nc(=O)c4ccccc4n3C)nc(C)c2c1
 : 5 | 102
- COc1ccccc1N1CCN(C(=O)C2CCN(S(=O)(=O)N3CCOCC3)CC2)CC1
 : 7 | 106
- CC1(C)OC(=O)C2(C(=O)O1)C1C3C4CC5C6C4C1C6C2C53 (stereo not given)
 : 4 | nt
- Cc1cc(NC(=O)c2ccc(Cl)cc2[N+](=O)[O-])no1
 : -2 | nt
- O=[N+]([O-])c1ccc(O)c(/C=N/Nc2nc(-c3ccc(Br)cc3)cs2)c1
 : 6 | nt
- CCOC(=O)c1sc2nc(N3CCOCC3)c3c(c2c1N)CCC3
 : 5 | i
- O=C(Nc1nc2ccc3ccccc3c2s1)c1ccc(Cl)cc1Cl
 : -4 | nt
- Cc1cc(C(=O)Nc2ccc(S(=O)(=O)Nc3onc(C)c3C)cc2)cs1
 : 2 | nt
- CCOC(=O)C1CCCN(C(=O)C2CCN(S(=O)(=O)c3cccs3)CC2)C1 (stereo not given)
 : 2 | 105
- C=CCN1C(=O)/C(=C\c2cc3c(cc2Cl)OCO3)C(=O)NC1=S
 : 1 | nt
- O=C1CSC(c2ccccc2F)N1c1ccccc1 (stereo not given)
 : 8 | nt
- O=C(/C=C/c1ccc(-c2ccc(Cl)cc2)o1)Nc1cccnc1
 : 7 | nt
- CCCC12C(=O)C(C)(C(c3ccccc3)=C1c1ccccc1)C1C(=O)N(c3ccccc3Cl)C(=O)C12 (stereo not given)
 : -17 | nt
- CCn1c(SCC(=O)NCc2cccs2)nnc1-c1ccco1
 : 2 | 109

Bioassay records (PubChem BioAssay)
